# Compound activity (PubChem BioAssay)
# PI5P4Ka inh = blocks human PI5P4K alpha kinase activity; PI5P4Kalpha enzyme, ADP-Glo luminescence, 60 min; stronger effect = lower value; hit rate 1.2% among 330,000; P48426; max response, %; active = max response of -50% or lower; inconclusive = between -30% and -50%; inactive = -30% or higher; note: value at the top dose of about 77 µM; % is set by controls: 0 for no effect and ±100 for the full control effect
#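 PI5P4Kalpha ADP-Glo assay; 5 microM ATP final; 60 min RT reaction; HEPES pH 7.4/EGTA/CHAPS, 5% DMSO; controls lacking substrate or enzyme; luminescent end-point.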
# EPAC1 agonist = EPAC1 (human) agonism; O95398; EPAC1 agonist qHTS, biochemical assay; response scale: 100% = response to 6.5 mM cAMP; Potency, µM (titrated, usually from 154 µM), for the others: at the highest dose activation, hits mostly activators; hit rate 0.073% among 360,000; note: potency is the fitted concentration of half-maximal effect; nearly all actives have a fitted effect of over 60% in size
#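 Nucleotide exchange by EPAC1 (100 nM) on Rap1B–BODIPY-GDP (250 nM) in the presence of 50 uM GDP is tracked fluorescently at 480/540 nm over 30 min. Signals are normalized to a 6.5 mM cAMP control.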
# WRN inhibitor = inhibitors of human WRN helicase | Q14191 | WRN helicase unwinding, fluorescent forked duplex, kinetic | Potency, µM (titrated, usually from 114 µM), inactives show at the highest dose activity change, negative = inhibition, actives largely listed as inhibitors | hit rate 0.46% among 360,000 | AID 651768; note: potency is the fitted concentration of half-maximal effect; % is set by controls: 0 for no effect and ±100 for the full control effect; nearly all actives have a fitted effect of over 55% in size
# Target sequence (Q14191 whole entry, looked up): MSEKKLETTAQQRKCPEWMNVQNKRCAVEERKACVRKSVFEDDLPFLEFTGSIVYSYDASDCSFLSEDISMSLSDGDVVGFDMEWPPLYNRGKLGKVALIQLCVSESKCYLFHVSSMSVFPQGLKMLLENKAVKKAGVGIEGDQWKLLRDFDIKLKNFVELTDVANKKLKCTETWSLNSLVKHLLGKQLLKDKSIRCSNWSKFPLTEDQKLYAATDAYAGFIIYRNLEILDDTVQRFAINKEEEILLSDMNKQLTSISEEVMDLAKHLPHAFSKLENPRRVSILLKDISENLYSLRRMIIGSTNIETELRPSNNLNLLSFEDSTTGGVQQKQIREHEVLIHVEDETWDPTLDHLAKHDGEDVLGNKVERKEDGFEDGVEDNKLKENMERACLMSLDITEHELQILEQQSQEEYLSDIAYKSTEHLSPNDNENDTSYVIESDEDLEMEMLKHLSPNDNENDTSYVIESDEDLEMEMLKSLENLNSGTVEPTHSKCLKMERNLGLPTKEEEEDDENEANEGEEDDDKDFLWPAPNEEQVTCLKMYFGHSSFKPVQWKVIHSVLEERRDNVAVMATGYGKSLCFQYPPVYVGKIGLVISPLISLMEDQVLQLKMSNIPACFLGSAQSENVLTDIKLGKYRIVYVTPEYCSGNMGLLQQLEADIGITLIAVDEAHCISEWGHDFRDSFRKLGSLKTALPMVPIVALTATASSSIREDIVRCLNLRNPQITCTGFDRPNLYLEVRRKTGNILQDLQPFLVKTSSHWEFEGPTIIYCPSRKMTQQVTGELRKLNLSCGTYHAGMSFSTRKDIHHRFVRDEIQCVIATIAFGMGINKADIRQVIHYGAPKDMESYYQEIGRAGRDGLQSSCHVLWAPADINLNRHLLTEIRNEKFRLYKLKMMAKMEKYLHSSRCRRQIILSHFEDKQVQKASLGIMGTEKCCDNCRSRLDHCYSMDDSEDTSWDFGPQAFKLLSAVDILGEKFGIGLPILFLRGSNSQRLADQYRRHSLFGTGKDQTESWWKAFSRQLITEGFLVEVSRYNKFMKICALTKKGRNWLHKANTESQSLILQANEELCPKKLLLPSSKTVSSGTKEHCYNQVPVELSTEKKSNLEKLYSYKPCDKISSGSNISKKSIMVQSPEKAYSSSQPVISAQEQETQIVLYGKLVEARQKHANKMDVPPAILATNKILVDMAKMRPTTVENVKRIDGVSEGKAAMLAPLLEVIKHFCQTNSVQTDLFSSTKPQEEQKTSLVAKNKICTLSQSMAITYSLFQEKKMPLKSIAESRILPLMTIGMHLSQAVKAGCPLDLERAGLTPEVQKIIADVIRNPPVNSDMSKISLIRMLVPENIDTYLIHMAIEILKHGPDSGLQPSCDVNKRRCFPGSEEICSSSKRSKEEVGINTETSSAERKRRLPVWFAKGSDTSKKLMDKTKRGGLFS
#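 Enzyme (20 nM final) and test compound sit together 15 min at room temperature before substrate addition. Substrate is a single-forked duplex oligonucleotide (100 nM) labelled with fluorophore and quencher, with 2 mM ATP; helicase unwinding raises red fluorescence, read kinetically.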
# IL-2 act = IL-2 activation. activation, % (series mostly up to about 46 µM). hit rate 0.065% among 360,000. AID 652025. IL-2 activation reporter assay, cell-based qHTS; stimulated with anti-CD3/CD4/CD28 beads; in transgenic mouse T cells; in the data active = activation above about 50%; inconclusive = mostly about 30% to 49%; note: 0% is about no effect
#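 Readout: EGFP and DsRed signals by fluorescent plate cytometry. Unstimulated transgenic mouse T cells received compound 60 min before antibody-bead stimulation, then incubated 18 h at 37 degrees C.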
# PLK1 PBD block = inhibitors of human PLK1 polo-box domain binding; AID 720504; P53350; Plk1 PBD binding of FITC phosphopeptide, fluorescence polarization; hit rate 2.8% among 360,000; Potency, µM, inactives show max response, negative = inhibition, hits mostly inhibitors; note: potency is the fitted concentration of half-maximal effect; series mostly up to about 57 µM; % is set by controls: 0 for no effect and ±100 for the full control effect; nearly all actives have a fitted effect of over 65% in size
# CCT chaperon mod = cytosolic chaperonin activity modulation; purified chaperonin ATPase assay, HTRF ADP detection, 30 min; activity change, % (no concentration beside the values), hits read low; hit rate 0.3% among 360,000; AID 651819; in the data active = activity change below about -30%; note: % is set by controls: 0 for no effect and ±100 for the full control effect
#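 TRiC at 40 or 20 nM final (batch-dependent) in 30 mM Tris pH 7.4, 100 mM KCl, 5 mM MgCl2, 1 mM DTT, with compound at single 76 uM and 10 uM ATP, 30 min at 37 deg C. ADP detected by HTRF Transcreener, 665/615 ratio.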
# EPAC2 ag = agonists of human EPAC2 (RAPGEF4) | Q8WZA2 | EPAC2 activation, biochemical qHTS; response scale: 100% = 6.5 mM cAMP response | Potency, µM (highest dose often 154 µM), for the others: at the highest dose activation, most hits filed as activators | hit rate 0.079% among 360,000 | AID 720711; note: potency is the fitted concentration of half-maximal effect; nearly all actives have a fitted effect of over 50% in size
#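 Fluorescence exchange assay: 100 nM EPAC2 with 250 nM RAP1B-BODIPY-GDP and 50 uM GDP; compounds tested as a concentration-titration series (qHTS). Loss of Rap1-bound BODIPY-GDP fluorescence read at 480/540 nm; data normalized to 6.5 mM cAMP.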
# EPAC1 antagonist = antagonists of human EPAC1; O95398; Potency, µM (titrated, usually from 115 µM), for the others: at the top dose activity change, negative = inhibition, hits mostly inhibitors; hit rate 0.14% among 360,000; EPAC1 GEF assay, Rap1b-BODIPY-GDP exchange fluorescence;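 note: potency is the fitted concentration of half-maximal effect; plate controls were vehicle for no effect and positive control for full effect; nearly all actives have a fitted effect of over 50% in size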
# An asterisk follows results filed as active; ? = inconclusive; nt = no result given; [ ] = another dose, or the depositor's remark. Unless noted, calls come from the whole dose curve; as a rule, active = well fitted curve in the direction sought with a large enough effect; inconclusive = small, poorly fitted or top-dose-only effect, or another doubt; inactive = no such curve, though single readings can be large; an effect the other way counts as inactive or inconclusive. Only part of the results is shown. The share of hits here may be higher or lower than overall.
# A first look:
SMILES,PI5P4Ka inh,EPAC1 agonist,WRN inhibitor,IL-2 act,PLK1 PBD block,CCT chaperon mod,EPAC2 ag,EPAC1 antagonist
CCOc1cc(N2CCOCC2)c(OCC)cc1NC(=O)C1CC(=O)N(c2ccccc2OCC)C1 (stereo not drawn),3,0%,3%,0.6,-13%,0.6,15%,-6%
CC(=O)c1cccc(CN2CCC(C(=O)Nc3ccc(Oc4cccnc4)cc3)CC2)c1,-2,-2%,-22%,-0.8,-8%,0.5,14%,3%
CCCCC(C(=O)OCC)C(N)Cc1ccc(F)cc1 (stereo not drawn),18,1%,-2%,0.0,-11%,-3.1,9%,-18%

# The list itself, from the first entry:
SMILES,PI5P4Ka inh,EPAC1 agonist,WRN inhibitor,IL-2 act,PLK1 PBD block,CCT chaperon mod,EPAC2 ag,EPAC1 antagonist
CCOc1cc(N2CCOCC2)c(OCC)cc1NC(=O)C1CC(=O)N(c2ccccc2OCC)C1 (stereo not drawn),3,0%,3%,0.6,-13%,0.6,15%,-6%
CC(=O)c1cccc(CN2CCC(C(=O)Nc3ccc(Oc4cccnc4)cc3)CC2)c1,-2,-2%,-22%,-0.8,-8%,0.5,14%,3%
CCCCC(C(=O)OCC)C(N)Cc1ccc(F)cc1 (stereo not drawn),18,1%,-2%,0.0,-11%,-3.1,9%,-18%
c1ccc(OCc2nn3c(-c4ccncc4)nnc3s2)cc1,nt,0%,-15%,2.0,0%,1.3,1%,14%
O=C(Nc1ccccc1C(=O)NCCN1CCOCC1)c1ccco1,13,6%,-3%,-0.1,-2%,-1.0,5%,11%
C=CCNC(=O)c1cc2c(C(F)(F)F)nn(C)c2s1,-6,-1%,-14%,-3.1,-1%,3.3,6%,-21%
CCOC(=O)/C(=C\c1cccc(O)c1)c1nc2sc(C)c(C)c2c(=O)[nH]1,?,-16%,?,-2.8,4.7µM*,0.1,8%,-1%
COc1cccc(CC(=O)OCC(=O)NNC(=O)c2ccc(Br)cc2)c1,5,-8%,1%,0.1,-5%,0.7,3%,15%
Cc1ccc(S(=O)(=O)NN=Cc2cc(Cl)ccc2O)cc1,-2,3%,-2%,-0.2,-21%,-4.1,4%,-24%
O=C(/C=C/c1ccc(Cl)cc1)NC(=S)Nc1ccc(N2CCOCC2)c(Cl)c1,?,-4%,-9%,-1.2,19µM*,0.4,-6%,0%
O=C(Cc1ccccc1Cl)Nc1ccc(S(=O)(=O)N2CCOCC2)cc1,-1,?,-2%,-0.3,1%,3.1,-3%,-14%
CCCN(CCC)Cc1cc(=O)oc2cc(C)ccc12,-2,-7%,2%,-0.4,-2%,-1.7,7%,-4%
COc1ccc(OCC(=O)N2CCN(c3nnc(-c4ccccc4)c4ccccc34)CC2)cc1,nt,6%,21%,-3.4,-9%,-0.5,2%,23%
CN1CCN(C(=O)c2ccc3c(=O)n4c(nc3c2)CCCCC4)CC1,1,0%,0%,-0.1,0%,-0.9,2%,-16%
O=C(Nc1nccs1)c1ccc(-c2ccc(F)c(Cl)c2)o1,-1,-3%,-8%,-1.8,-10%,-1.2,6%,-14%
N=C1C(c2nc(-c3ccc(F)cc3)cs2)=C(O)CN1CCCN1CCOCC1,12,-10%,-13%,-0.3,-6%,-5.4,8%,8%
O=C(CN1CCC(C(=O)c2ccc(F)cc2)CC1)Nc1ccc(F)cc1,5,16%,2%,-1.6,-8%,-1.7,-2%,-2%
CN(CC(=O)Nc1ccccc1Cl)CC(=O)N(C)c1c(N)n(Cc2ccccc2)c(=O)[nH]c1=O,1,15%,-24%,0.1,0%,-1.4,10%,0%
Cc1ccc(C)c(NC(=O)C2=CCN(S(=O)(=O)c3ccc(F)cc3)CC2)c1,8,5%,-9%,-2.6,-8%,0.3,-1%,7%
CCCCN1C(=O)C(=O)N(CC(=O)Nc2sc(C)c(C)c2C(=O)OC)C1=O,2,-5%,6%,-0.4,-1%,-1.3,-7%,-13%
Cc1cccc(OCc2nc(C#N)c(NCCN(C)C)o2)c1,-2,-7%,0%,4.4,-3%,1.1,3%,-4%
O=C(c1ccccc1)c1nnc(-c2ccncc2)o1,-14,4%,-1%,-0.7,-3%,-0.2,6%,6%
Cc1ccc(NC(=O)COC(=O)Cn2cnc3ccccc32)c([N+](=O)[O-])c1,3,-4%,-7%,0.2,-14%,-2.6,12%,2%
OCCOc1nnnn1-c1ccccc1,-1,9%,12%,-0.6,-11%,-2.4,0%[15.6 µM],7%
O=S(=O)(c1ccccc1)N1CC2CC(Br)C(Br)CC21 (stereo not drawn),0,12%,-3%,0.9,-5%,-0.8,11%,-14%
O=C(Nc1cccc(O)c1)C(Cc1ccccc1)N1C(=O)c2cccc3cccc(c23)C1=O (stereo not drawn),-4,-5%,-16%[57.1 µM],-2.4,-8%,-1.2,-7%,-2%
O=C(COc1ccccc1)N=C1SC2CS(=O)(=O)CC2N1c1cccc(F)c1 (stereo not drawn),-2,-12%,-19%,-3.2,-5%,0.6,-6%,25%
COc1cc2nn(-c3ccccc3N)nc2cc1OC,1,-1%,9%,-3.6,0%,2.2,10%,0%
COc1c(Cl)cc(C(=O)O)cc1Cl,0,-13%,1%,0.0,10%,-0.6,0%,4%
CCCN(C(=O)CSCC(=O)Nc1cccc(C)c1)c1c(N)n(Cc2ccccc2)c(=O)[nH]c1=O,6,-1%,-7%,11,-7%,-3.0,-3%,0%
O=C1CCc2cc(S(=O)(=O)Nc3cccc(F)c3)cc3c2N1CC3,-5,7%,-12%,0.3,10%,3.2,7%,-10%
COC(=O)c1ccc(-c2noc(CN3CCCC(CNC(C)=O)C3)n2)cc1 (stereo not drawn),-7,-4%,2%,0.3,-5%,-2.6,-1%,1%
O=[N+]([O-])c1c(NCCCO)cc(N2CCCCCC2)c2nonc12,5,-5%,10%,0.8,-5%,-0.5,3%,-10%
CC1=C(C#N)C(c2cccnc2)C2=C(CC(c3ccc(Cl)cc3)CC2=O)N1 (stereo not drawn),nt,-1%,69%[activator][57.1 µM],-2.6,0%,1.0,6%,1%
O=C(Nc1ccccc1)Nc1nnc(-c2ccccc2)o1,nt,1%,0%,-1.3,-8%,0.6,3%,-1%
Cc1cc(C)c(CN2CCN(CCCn3cnc(C(=O)Nc4ccc(C)c(C)c4)n3)CC2)c(C)c1,42,-13%,-11%,-0.7,-9%,-0.2,3%,-19%
COC(=O)c1cn(NC(=O)Cn2nc([N+](=O)[O-])c(Cl)c2C)c(=O)c2ccccc12,2,7%,-22%,-0.3,1%,-0.5,-7%,-2%
COc1ccc(C2CC(c3ccccc3)=NN2c2ccccc2)c(C(=O)O)c1OC (stereo not drawn),-5,-4%,3%,-4.8,-20%,-2.5,7%,-16%
COc1ccc(CN2C(=O)C(CC(=O)NC3CCCCC3)CC(C(=O)N3CCOCC3)=C2C)cc1 (stereo not drawn),6,-10%,1%,-1.4,-15%,-1.1,6%,14%
CSCCC(NC(=O)C1CCC(C)CC1)C(=O)OCC(=O)c1ccc(Cl)cc1 (stereo not drawn),14,5%,15%,-3.4,-10%,-1.5,3%,-20%
Cc1ccc(S(=O)(=O)c2nc(Nc3ccccc3C#N)sc2Cl)cc1,-3,-4%,3%,-0.2,-5%,-1.4,-6%,15%
CCCOC(=O)C1=C(C)NC(=O)NC1c1cc2c(cc1Br)OCO2 (stereo not drawn),6,-5%,-3%,0.2,-9%,2.9,13%,-14%
CCN1CCN(C(=O)CN(C)S(=O)(=O)c2ccc3ccccc3c2)CC1,1,4%,8%,-1.7,5%,1.7,5%,17%
Cc1nc2sc(-c3ccccc3)cc2c(=O)n1-n1cccc1,3,0%,-9%,1.5,-9%,-0.3,13%,-7%
CCC(C)C(=O)Nc1cc(Cl)ccc1C(=O)O (stereo not drawn),-27,10%,-1%,0.0,-8%,0.8,7%,-10%
CCN1C(=O)/C(=C2\SC(=S)N(NC(=O)c3cccnc3)C2=O)c2ccccc21,-20,9%,-10%,0.0,-2%,0.7,6%,5%
CC(C)(C)NC(=O)C(c1ccco1)N(Cc1ccc(F)cc1)C(=O)c1snc(C(N)=O)c1N (stereo not drawn),nt,4%,0%,-1.0,-1%,-2.0,-10%,0%
COc1ccc2cc(C(=O)Nc3ccc(F)cc3)sc(=O)c2c1OC,-10,-1%,0%,-1.1,-6%,-0.3,1%,-17%
O=C(NCc1ccc(F)cc1)c1cnc(-c2ccccn2)nc1C(F)(F)F,0,0%,-6%,1.7,-9%,1.9,1%,8%
CCOC(=O)c1nn(-c2ccc(Cl)cc2)c2nc(-c3ccc(C)cc3)c(C#N)c(=O)n12,-2,0%,-3%,0.0,2%,1.0,4%,10%
Cc1nc2ccccc2c(=O)n1/N=C/c1ccc(N(C)C)cc1,nt,6%,-8%,-2.1,-3%,-0.2,3%,6%
Oc1ccc(-c2[nH]ncc2-c2cccc3cccnc23)c(O)c1,nt,1%,55%[activator],-1.1,-2%,1.3,1%,-4%
c1ccc(-c2ccccc2OCCCCN2CCCCC2)cc1,6,0%,-3%,-4.7,-5%,-0.2,6%,-4%
CC(c1ccccc1)C1CC(=O)N(Cc2ccco2)C1=O (stereo not drawn),-26,-3%,-13%,1.3,-22%,-0.9,3%,-1%
CCn1c(SCC(=O)NC2CCCC2)nnc1C(C)NC(=O)c1ccccc1Br (stereo not drawn),-2,-2%,6%,0.6,-4%,-2.1,4%,-1%
O=C(CSc1nnc(Cn2c(=O)sc3ccccc32)n1CCc1ccccc1)N1CCCC1,-2,3%,-14%,-2.4,-21%,0.8,4%,-3%
COc1ccccc1N1CCN(C(=O)CSc2nc3ccccc3nc2N2CCCCC2)CC1,10,7%,-6%,-2.7,-8%,-1.3,10%,1%
O=C(Cn1cnc2sc(-c3ccccc3)cc2c1=O)NCCc1ccccc1,1,5%,-7%,0.2,3%,2.3,-1%,-16%
CC(OC(=O)Cn1[nH]c(=O)c2ccccc2c1=O)C(=O)Nc1cccc(Cl)c1 (stereo not drawn),4,-7%,-7%,-1.1,0%,1.1,-6%,-7%
O=C(NCCc1ccccc1C(F)(F)F)C1CCC(=O)N(C2CC2)C1 (stereo not drawn),-2,-5%,-10%,2.6,1%,-1.8,-8%,11%
Cn1cnnc1SCc1nc(N)nc(Nc2ccccc2)n1,5,3%,-3%,-1.5,-5%,2.0,11%,-15%
CCC(Cc1ccccc1)NC(=O)C1CCN(c2nn3c(=O)cc(C)nc3s2)CC1 (stereo not drawn),3,9%,2%,0.0,-8%,-0.6,11%,-10%
